Compound activity: PubChem BioAssay, Broad Institute
BioA inh: blocks M. tuberculosis BioA enzyme activity; purified M. tuberculosis BioA enzyme, plate reader; inhibition, % at 9.99 µM; hit rate 0.096% among 360,000; in the data active = inhibition above about 40%
* = called active by the depositor.

SMILES | BioA inh
COc1ccc(S(=O)(=O)Nc2ccc3c(c2)CC(=O)N([C@@H](C)CO)C[C@@H](C)[C@H](CN(C)Cc2ccc(Cl)c(Cl)c2)O3)cc1 | -0.7
CC(C)NC(=O)N1[C@H](C#N)[C@H](c2ccc(C#CC3CCCC3)cc2)[C@H]1CO | -2.2
O=C(C[C@H]1C=C[C@@H](NC(=O)CCN2CCCCC2)[C@H](CO)O1)Nc1nccs1 | 1.9
CNC[C@H]1OCCCC[C@@H](C)Oc2ccc(NS(=O)(=O)c3ccccc3)cc2C(=O)N([C@@H](C)CO)C[C@@H]1C | 0.2
C[C@@H]1CN([C@H](C)CO)S(=O)(=O)c2ccc(C3=CCCC3)cc2O[C@@H]1CN(C)C(=O)c1cccnc1 | -4.1
CCC(=O)Nc1ccc2c(c1)C(=O)N(C)C[C@H](OC)[C@H](C)CN(C(=O)c1ccccc1F)[C@H](C)CO2 | 0.1
CNC(=O)C[C@H]1CC[C@@H]2[C@H](COc3ccc(NC(=O)C4CC4)cc3C(=O)N2C)O1 | 0.7
CN(C)CCCNC(=O)C[C@@H]1CC[C@@H](NC(=O)c2ccccc2F)[C@H](CO)O1 | -1.9
C[C@@H]1CN([C@H](C)CO)C(=O)c2cc(NC(=O)Nc3ccc(C(F)(F)F)cc3)ccc2O[C@@H](C)CCCCO[C@@H]1CN(C)C(=O)CCCN(C)C | 2.7
O=S(=O)(N[C@@H]1CCCN(Cc2ccc(OCCO)cc2)C1)c1ccccc1 | -1.1
CC(C)(C)[S@](=O)N1Cc2cc(C(=O)NCc3ccccc3F)nc(-c3cccc(-c4cncnc4)c3)c2[C@@H]1CCO | 3.4
C[C@H]1CN([C@@H](C)CO)S(=O)(=O)c2ccc(-c3ccccc3)cc2O[C@@H]1CN(C)C(=O)Nc1ccccc1F | 0.6
CN(C)C(=O)C[C@@H]1C=C[C@H](NC(=O)C2CC2)[C@@H](CO)O1 | -2.7
N#C[C@H]1[C@@H](c2ccc(C#Cc3cccc(F)c3)cc2)[C@H](CO)N1C(=O)C1CCC1 | 8.6
CC(=O)N(C)C[C@@H]1Oc2cc(C#CC(C)(C)O)ccc2S(=O)(=O)N([C@@H](C)CO)C[C@@H]1C | 1.3
C[C@@H]1CN([C@H](C)CO)C(=O)c2cccc(NC(=O)Nc3cccc4ccccc34)c2O[C@H]1CN(C)C(=O)Nc1ccc(F)cc1 | 2.1
C[C@@H]1CN([C@@H](C)CO)C(=O)c2cc(-c3cccnc3)cnc2O[C@@H]1CN(C)C(=O)Cc1cccnc1 | 8.0
C[C@@H]1CN([C@H](C)CO)S(=O)(=O)c2ccc(C#Cc3ccncc3)cc2O[C@H]1CN(C)C(=O)C1CCC1 | 1.3
COc1ccc(S(=O)(=O)N(C)C[C@@H]2Oc3ccc(NC(=O)Nc4ccc(C(F)(F)F)cc4)cc3C(=O)N([C@@H](C)CO)C[C@@H]2C)cc1 | -1.5
C[C@H](O)C#Cc1cnc2c(c1)C(=O)N([C@@H](C)CO)C[C@@H](C)[C@@H](CN(C)Cc1cccc(F)c1)O2 | 0.0
C[C@H](CO)N1C[C@H](C)[C@@H](CN(C)C(=O)Nc2cccc(F)c2)Oc2ncc(C3=CCCC3)cc2C1=O | 9.5
C[C@H](CO)N1C[C@H](C)[C@H](CN(C)S(=O)(=O)c2ccccc2)Oc2ncc(C#CC3(O)CCCC3)cc2C1=O | -0.2
Cc1ccc(S(=O)(=O)N[C@H]2CC[C@H](CC(=O)N3CCc4ccccc4C3)O[C@H]2CO)cc1 | -0.8
CC(=O)N(C)C[C@@H]1[C@@H](c2ccc(-c3ccccc3)cc2)[C@H](CO)N1C(=O)C1CC1 | 2.6
O=C(C[C@@H]1CC[C@H](NC(=O)Nc2ccc(C(F)(F)F)cc2)[C@@H](CO)O1)NCc1cccc(F)c1 | -1.8

7 compounds already listed, sorted by molar mass, lowest first.
SMILES | BioA inh
CC(=O)N(C)C[C@@H]1[C@@H](c2ccc(-c3ccccc3)cc2)[C@H](CO)N1C(=O)C1CC1 | 2.6
CNC(=O)C[C@H]1CC[C@@H]2[C@H](COc3ccc(NC(=O)C4CC4)cc3C(=O)N2C)O1 | 0.7
CC(=O)N(C)C[C@@H]1Oc2cc(C#CC(C)(C)O)ccc2S(=O)(=O)N([C@@H](C)CO)C[C@@H]1C | 1.3
Cc1ccc(S(=O)(=O)N[C@H]2CC[C@H](CC(=O)N3CCc4ccccc4C3)O[C@H]2CO)cc1 | -0.8
C[C@H](CO)N1C[C@H](C)[C@@H](CN(C)C(=O)Nc2cccc(F)c2)Oc2ncc(C3=CCCC3)cc2C1=O | 9.5
C[C@@H]1CN([C@H](C)CO)S(=O)(=O)c2ccc(C3=CCCC3)cc2O[C@@H]1CN(C)C(=O)c1cccnc1 | -4.1
C[C@@H]1CN([C@H](C)CO)S(=O)(=O)c2ccc(C#Cc3ccncc3)cc2O[C@H]1CN(C)C(=O)C1CCC1 | 1.3

More compounds.
SMILES | BioA inh
COc1ccccc1S(=O)(=O)N[C@H]1CC[C@H](CCn2cc(C3CC3)nn2)O[C@@H]1CO | -3.1
O=C(NCC[C@H]1CC[C@H](NC(=O)C2CCCC2)[C@@H](CO)O1)c1cnccn1 | -0.4
Cc1noc(C)c1NC(=O)Nc1ccc2c(c1)C(=O)N([C@H](C)CO)C[C@H](C)[C@H](CN(C)C(=O)CCCN(C)C)OCCCC[C@@H](C)O2 | -0.3
COC(=O)C[C@H]1CC[C@H]2[C@H](COc3ccc(NC(=O)c4cccc(F)c4)cc3C(=O)N2C)O1 | 1.5
O=C(C[C@@H]1CC[C@@H]2[C@H](COC[C@H](O)CN2Cc2ccccc2)O1)N1CCOCC1 | 0.6
Cc1noc(C)c1S(=O)(=O)N(C)C[C@H]1Oc2ccc(NS(=O)(=O)c3cn(C)cn3)cc2C(=O)N([C@H](C)CO)C[C@H]1C | -0.3
CCNC(=O)C[C@@H]1CC[C@@H]2[C@@H](COc3ccc(NC(=O)Nc4ccccc4C)cc3C(=O)N2C)O1 | 9.9
COc1ccc(S(=O)(=O)Nc2ccc3c(c2)OC[C@H](C)NC[C@H](C)[C@H](OC)CN(C)C3=O)cc1 | 0.2
CC(C)NC(=O)Nc1ccc2c(c1)C(=O)N([C@@H](C)CO)C[C@@H](C)[C@H](CN(C)S(=O)(=O)c1ccccc1)OCCCC[C@H](C)O2 | 0.2
C/C=C/c1ccc2c(c1)O[C@@H](CN(C)Cc1ccccn1)[C@@H](C)CN([C@H](C)CO)S2(=O)=O | 2.8
C[C@H](NC(=O)C[C@H]1C[C@@H]2c3cc(NC(=O)Nc4ccc(C(F)(F)F)cc4)ccc3O[C@@H]2[C@@H](CO)O1)c1ccccc1 | -2.3
CCNC[C@@H]1[C@@H](c2ccccc2)[C@@H](CO)N1C(=O)Cc1ccccn1 | -3.0
C[C@H](NC(=O)C[C@H]1C=C[C@@H](NC(=O)CN2CCOCC2)[C@@H](CO)O1)c1ccccc1 | 2.5
COCCNC(=O)C[C@@H]1C[C@@H]2c3cc(NC(=O)COC)ccc3O[C@@H]2[C@@H](CO)O1 | 0.8
N[C@@H]1CC[C@@H](CCn2cc(C3(O)CCCC3)nn2)O[C@H]1CO | -2.6
C[C@H]1CN([C@@H](C)CO)C(=O)c2cc(C#Cc3cccnc3)cnc2O[C@H]1CN(C)Cc1ccncc1 | 2.1
CO[C@H]1CN(C)C(=O)c2cc(NS(=O)(=O)c3ccc(C)cc3)ccc2OC[C@H](C)N(C(=O)NC(C)C)C[C@H]1C | -0.6
COC(=O)[C@@H]1[C@@H](CO)[C@@H]2Cn3c(ccc(C4=CCCCC4)c3=O)[C@H]1N2CC1CC1 | -1.4
CS(=O)(=O)N1CCCCN2[C@H](CO)[C@@H](c3ccc(C4=CCCC4)cc3)[C@H]2C1 | -2.8
CO[C@@H]1CN(C)C(=O)c2ccc(NC(=O)c3ccc4c(c3)OCO4)cc2OC[C@H](C)NC[C@H]1C | -0.4
CNC[C@H]1Oc2c(NS(=O)(=O)c3ccc(C)cc3)cccc2C(=O)N([C@H](C)CO)C[C@H]1C | -1.5
C[C@H]1CCCCO[C@@H](CN(C)C(=O)Nc2ccc3c(c2)OCO3)[C@@H](C)CN([C@@H](C)CO)C(=O)c2cc(N(C)C)ccc2O1 | -0.5
Cc1noc(C)c1S(=O)(=O)N(C)C[C@H]1OCc2ccccc2-c2c(n(C)c3ccccc23)C(=O)N([C@@H](C)CO)C[C@@H]1C | 0.4
O=C(C[C@@H]1C=C[C@@H](NC(=O)Nc2cc(F)ccc2F)[C@H](CO)O1)Nc1ccccc1 | -2.5
CNC[C@@H]1OCCCC[C@@H](C)Oc2ccc(NC(=O)Nc3ccc(C(F)(F)F)cc3)cc2C(=O)N([C@H](C)CO)C[C@H]1C | -0.6
More compounds.
SMILES | BioA inh
COC(=O)c1cn(-c2cccc(N)c2)nn1 | 3.1
CCN1[C@@H]2c3ccc(-c4cccnc4)c(=O)n3C[C@H]1[C@H](CO)[C@H]2C(=O)NCc1ccccc1 | 0.1
CCS(=O)(=O)Nc1ccc2c(c1)C(=O)N(C)[C@H]1CC[C@@H](CC(=O)NCc3ccc(OC)cc3)O[C@H]1CO2 | 1.1
Cc1noc(C)c1S(=O)(=O)Nc1ccc2c(c1)C(=O)N([C@H](C)CO)C[C@H](C)[C@H](CN(C)S(=O)(=O)c1cn(C)cn1)OCCCC[C@H](C)O2 | -0.7
CS(=O)(=O)N1[C@H](C#N)[C@H](c2ccc(-c3ccccc3F)cc2)[C@H]1CO | 0.1
C[C@@H]1CN([C@@H](C)CO)C(=O)CCCn2nncc2CO[C@@H]1CN(C)CC1CCCCC1 | -2.3
C[C@@H]1CCCCO[C@H](CN(C)C(=O)Nc2ccccc2)[C@@H](C)CN([C@H](C)CO)C(=O)c2cc(NC(=O)NC3CCCCC3)ccc2O1 | 0.9
CCCC#Cc1cnc2c(c1)C(=O)N([C@H](C)CO)C[C@@H](C)[C@H](CN(C)C(=O)Nc1cccc(F)c1)O2 | 9.1
C[C@H]1CN([C@@H](C)CO)C(=O)Cc2cc(NS(C)(=O)=O)ccc2O[C@H]1CN(C)C(=O)NC1CCCCC1 | 1.0
C[C@@H]1CN([C@@H](C)CO)C(=O)c2cc(NC(=O)Cc3cn(C)c4ccccc34)ccc2O[C@H]1CN(C)C(=O)Nc1cccc2ccccc12 | -0.4
COc1ccc(NC(=O)Nc2ccc3c(c2)C(=O)N([C@H](C)CO)C[C@@H](C)[C@H](CN(C)C(=O)Nc2ccc(C(F)(F)F)cc2)O3)cc1 | -0.3
C[C@H](CO)N1C[C@H](C)[C@H](CN(C)C(=O)Nc2ccc(C(F)(F)F)cc2)Oc2c(NC(=O)c3cnccn3)cccc2C1=O | 3.4
C[C@@H]1CN([C@H](C)CO)C(=O)c2cc(N(C)C)ccc2O[C@H]1CN(C)Cc1ccncc1 | -1.4
C[C@@H]1CN([C@H](C)CO)C(=O)c2cccc(NC(=O)c3ccc(-c4nccs4)cc3)c2O[C@H]1CN(C)Cc1ccc(Oc2ccccc2)cc1 | -0.1
CO[C@@H](CN(C)C(=O)c1cnccn1)[C@@H](C)CN([C@@H](C)CO)S(=O)(=O)c1ccccc1 | 1.3
CCC(=O)N(C)C[C@H]1Oc2ncc(Br)cc2C(=O)N([C@H](C)CO)C[C@H]1C | 0.0
CO[C@@H]1CN(C)C(=O)c2ccc(NC(=O)C3CC3)cc2OC[C@H](C)N(CCc2ccccc2)C[C@@H]1C | 3.0
O=C(NCCc1ccccc1)[C@H]1[C@H](CO)[C@H]2Cn3c(cccc3=O)[C@@H]1N2C(=O)C1CCCC1 | -1.1
COc1cccc(S(=O)(=O)N2CCCCN3[C@H](CO)[C@H](c4ccc(-c5cncnc5)cc4)[C@H]3C2)c1 | -2.5
C[C@@H]1CCCCO[C@@H](CN(C)Cc2ccc(C(=O)O)cc2)[C@H](C)CN([C@@H](C)CO)C(=O)c2cc(NC(=O)CCCN(C)C)ccc2O1 | -0.1
O=C(C[C@H]1C=C[C@H](NC(=O)Nc2ccccc2)[C@@H](CO)O1)NCc1cccc(F)c1 | -0.9
C[C@H]1CN([C@@H](C)CO)C(=O)Cc2cc(NC(=O)C3CCCCC3)ccc2O[C@@H]1CN(C)Cc1ccc(C(F)(F)F)cc1 | -1.0
CCc1csc(N2[C@H](C#N)[C@@H](c3ccc(-c4ccc(F)cc4)cc3)[C@@H]2CO)n1 | -1.1
COc1ccc(NC(=O)N(C)C[C@H]2Oc3ccc(NC(=O)Nc4ccccc4)cc3C(=O)N([C@@H](C)CO)C[C@@H]2C)cc1 | -0.6
C[C@@H]1CN([C@@H](C)CO)C(=O)c2cccc(NC(=O)c3ccc(-c4nccs4)cc3)c2O[C@@H]1CN(C)C(=O)Nc1ccc2c(c1)OCO2 | 0.1
Next section:
SMILES | BioA inh
COc1ccc(S(=O)(=O)Nc2ccc3c(c2)C(=O)N([C@H](C)CO)C[C@H](C)[C@@H](CN(C)S(=O)(=O)c2c(C)noc2C)OCCCC[C@H](C)O3)cc1 | -0.6
C[C@H](CO)N1C[C@H](C)[C@H](CN(C)Cc2ccc(-c3ccccc3)cc2)Oc2ccc(NS(C)(=O)=O)cc2CC1=O | 0.7
O=C(NCC[C@H]1CC[C@H](NC(=O)Nc2cc(F)ccc2F)[C@H](CO)O1)Nc1ccc(Cl)cc1 | -1.5
O=C(C[C@@H]1CC[C@H](NC(=O)Cc2cccnc2)[C@H](CO)O1)Nc1ccc(-c2ccccc2)cc1 | 1.5
CCC(=O)N1[C@@H]2c3ccc(C4=CCCC4)c(=O)n3C[C@H]1[C@H](CO)[C@H]2C(=O)OC | -3.2
C[C@H]1CN([C@@H](C)CO)C(=O)c2cc(-c3cccc(F)c3)cnc2O[C@H]1CN(C)CC1CCOCC1 | -3.2
CO[C@H]1CN(C)C(=O)c2cc(NC(=O)Cc3ccccc3)ccc2OC[C@H](C)NC[C@@H]1C | 0.6

In the list so far, these have a Cl atom.
SMILES | BioA inh
COc1ccc(S(=O)(=O)Nc2ccc3c(c2)CC(=O)N([C@@H](C)CO)C[C@@H](C)[C@H](CN(C)Cc2ccc(Cl)c(Cl)c2)O3)cc1 | -0.7
O=C(NCC[C@H]1CC[C@H](NC(=O)Nc2cc(F)ccc2F)[C@H](CO)O1)Nc1ccc(Cl)cc1 | -1.5

Some of the compounds tested; count on the stated rates, not on these rows.
